# L3MBTL1 inh = blocks human L3MBTL1 | Q9Y468 | AlphaScreen L3MBTL1–H3K9me1 peptide binding | Potency, µM (highest dose often 57.1 µM), for the others: top-dose activity, negative = inhibition, most hits filed as inhibitors | 230,000 tested, 0.66% active | AID 485360; note: % is set by controls: 0 for no effect and ±100 for the full control effect; nearly all actives have a fitted effect of over 60% in size
#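 L3MBTL1 50 nM + b-AHA-H3(1-15)K9me1 75 nM, 30 min RT; compound added, 30 min RT; streptavidin donor/Ni-chelate acceptor beads 10 ug/mL each final, 30 min RT dark; AlphaScreen read.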
# SMN2 splice enh = SMN2 splice variant enhancement | Potency, µM (series often up to 46.1 µM), inactives show at the top dose activity change, positive = activation, actives largely listed as activators | 210,000 tested, 2.8% active | HEK293 SMN2-luciferase splicing reporter, luminescence, 30-36 h; note: % of control where 0% means no effect; nearly all actives have a fitted effect of over 55% in size
#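 HEK293 cells carry an SMN2 minigene-luciferase reporter in which exon 7 inclusion puts luciferase in frame. Cells were seeded at 2000 cells/well, attached for 10-12 hours, then exposed to compounds for 30-36 hours at 37C before ONE-Glo luminescence.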
# KinaseGlo FLuc = blocks Kinase-Glo luciferase, a counter-screen artifact; Q27757; Kinase-Glo luciferase, ATP luminescence, 8 min; Potency, µM (top dose mostly 38.3 µM), inactives show top-dose activity change, negative = inhibition, actives largely listed as inhibitors; 200,000 tested, 0.28% active; AID 1379; note: % is set by controls: 0 for no effect and ±100 for the full control effect; nearly all actives have a fitted effect of over 60% in size
#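 Compounds were added to a substrate mix at pH 7.2 (50 mM imidazole, 10 uM ATP, within the enzyme's linear range), followed by Kinase-Glo detection reagent; luminescence was measured after 8 minutes at ambient temperature.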
# JMJD2E inh = JMJD2E (human) inhibition; JMJD2E catalytic domain, FDH-coupled NADH fluorescence (FDH is formaldehyde dehydrogenase); B2RXH2; 230,000 tested, 1.6% active; Potency, µM (doses to about 57.1 µM), inactives show at the highest dose activity change, negative = inhibition, most hits filed as inhibitors; active = well fitted inhibition curve with a large enough effect, not every such curve was filed as active; inconclusive = small, poorly fitted or top-dose-only effect, or another doubt; inactive = no such curve, though single readings can be large or run the other way;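 note: 0% = wells with enzyme and -100% = buffer wells without enzyme; nearly all actives have a fitted effect of over 50% in size; many of its hits are not listed in these tables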
# Target sequence (B2RXH2 1-337 limits assumed): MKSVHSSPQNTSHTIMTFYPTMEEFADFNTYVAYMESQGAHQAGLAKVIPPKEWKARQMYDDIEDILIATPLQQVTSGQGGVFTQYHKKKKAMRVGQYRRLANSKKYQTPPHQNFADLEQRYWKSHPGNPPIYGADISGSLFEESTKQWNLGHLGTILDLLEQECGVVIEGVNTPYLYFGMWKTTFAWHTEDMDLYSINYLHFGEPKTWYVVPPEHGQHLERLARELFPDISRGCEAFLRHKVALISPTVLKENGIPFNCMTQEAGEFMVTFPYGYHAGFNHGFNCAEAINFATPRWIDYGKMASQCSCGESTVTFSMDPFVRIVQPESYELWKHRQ
# Lamin A splicing = changes lamin A minigene splicing in HeLa cells | HeLa LMNA splicing GFP/RFP minigene ratio, 48 h | Potency, µM (titrated, usually from 46.1 µM), for the others: top-dose ratio change, negative = inhibition, hits mostly inhibitors | 200,000 tested, 0.01% active | AID 1487; active = well fitted inhibition curve with a large enough effect in the signal ratio, with a control signal flat, not every such curve was filed as active; inconclusive = small, poorly fitted or top-dose-only effect, or effect the other way, or a change in a side signal; the % refers to the signal ratio; note: % is set by controls: 0 for no effect and ±100 for the full control effect
#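 Read-out is the ratio of GFP to DsRed2 object intensity, acquired by 488 nm laser-scanning cytometry on HeLa lamin A-EGFP minigene reporter cells. Compound incubation 48 hrs at 37 °C in Opti-MEM with 2% FBS; DMSO 0.5% final.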
# RECQ1 inh = blocks DNA unwinding by human RECQ1 | AID 2549 | Potency, µM (titrated, usually from 57.3 µM), for inactives: top-dose activity, negative = inhibition, hits mostly inhibitors | 240,000 tested, 0.54% active | P46063 | RECQ1 DNA unwinding, red fluorescence kinetic read;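 note: plate controls were vehicle for no effect and no enzyme for full effect; nearly all actives have a fitted effect of over 30% in size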
#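 RECQ1T1 50 nM; forked duplex (20 bp + 30-nt ss tails) 200 nM, ATP 2 mM final; pH 8.0, 2 mM MgCl2, 2.5 ug/ml poly(dI-dC); 15 min compound preincubation; discontinuous kinetic read over 2 h at RT.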
# Tau fibril ThT = inhibitors of human tau fibril formation, thioflavin T binding; P10636; recombinant tau K18 P301L (four-repeat tau fragment), heparin-induced fibrillization, ThT fluorescence; Potency, µM (doses to about 57.4 µM), for inactives: at the highest dose activity, negative = inhibition, actives largely listed as inhibitors; 270,000 tested, 2.1% active; AID 1460; note: % is set by controls: 0 for no effect and ±100 for the full control effect; nearly all actives have a fitted effect of over 55% in size
# Target sequence (P10636 561-689 P618L limits assumed): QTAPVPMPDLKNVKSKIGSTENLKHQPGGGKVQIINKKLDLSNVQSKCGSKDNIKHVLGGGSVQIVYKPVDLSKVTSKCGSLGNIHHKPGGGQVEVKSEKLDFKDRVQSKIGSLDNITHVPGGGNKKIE
#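 Recombinant human tau K18 fragment […] carrying P301L, 15 uM unlabeled plus 0.24 uM Alexa 594-labeled, was fibrillized with 20 uM heparin in 100 mM sodium acetate pH 7 for 6 hr at 37 C; 30 uM ThT fluorescence read after 1 hr.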
# ALDH1A1 inh = ALDH1A1 (human) enzyme inhibition; Potency, µM (doses to about 75.3 µM), inactives show at the highest dose activity, negative = inhibition, hits mostly inhibitors; 220,000 tested, 7.3% active; Purified ALDH1A1, NADH fluorescence, propionaldehyde substrate; P00352; active = well fitted inhibition curve with a large enough effect, not every such curve was filed as active; inconclusive = small, poorly fitted or top-dose-only effect, or another doubt; inactive = no such curve, though single readings can be large or run the other way;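 note: plate controls were no enzyme wells and a reference inhibitor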
# Target sequence (P00352 whole entry, looked up): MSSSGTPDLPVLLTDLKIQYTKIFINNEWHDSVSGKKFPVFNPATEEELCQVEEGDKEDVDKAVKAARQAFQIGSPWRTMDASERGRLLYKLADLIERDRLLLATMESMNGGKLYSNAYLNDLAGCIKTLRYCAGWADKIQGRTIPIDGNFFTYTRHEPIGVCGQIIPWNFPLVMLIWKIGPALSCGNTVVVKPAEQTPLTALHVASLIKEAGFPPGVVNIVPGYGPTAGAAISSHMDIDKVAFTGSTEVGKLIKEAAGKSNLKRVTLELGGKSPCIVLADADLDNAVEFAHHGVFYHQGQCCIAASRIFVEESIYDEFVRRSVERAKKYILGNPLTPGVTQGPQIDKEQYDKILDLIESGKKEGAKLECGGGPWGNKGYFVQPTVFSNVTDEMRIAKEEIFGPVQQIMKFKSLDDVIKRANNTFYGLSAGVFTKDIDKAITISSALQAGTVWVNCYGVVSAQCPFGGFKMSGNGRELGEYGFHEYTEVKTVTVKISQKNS
# The depositor's hits bear a star; i = inactive; ? = inconclusive; . = not tested or not shown; & = joins results of further samples; [ ] = another dose, or the depositor's remark. Unless noted, calls come from the whole dose curve; as a rule, active = well fitted curve in the direction sought with a large enough effect; inconclusive = small, poorly fitted or top-dose-only effect, or another doubt; inactive = no such curve, though single readings can be large; an effect the other way counts as inactive or inconclusive. Potency is the fitted concentration of half-maximal effect. Only part of the results is shown. The share of hits here may be higher or lower than overall.
SMILES,L3MBTL1 inh,SMN2 splice enh,KinaseGlo FLuc,JMJD2E inh,Lamin A splicing,RECQ1 inh,Tau fibril ThT,ALDH1A1 inh
COc1cc(Br)c(S(=O)(=O)Nc2c(C)n(C)n(-c3ccccc3)c2=O)cc1OC,-5.6%,?,-0.5%,-2.0%,-7.6%,?,-3.1%,4.2%
Cc1ccc(-c2nc(SCC(=O)NCC3CCCO3)c(-c3ccc(C)cc3)[nH]2)cc1 (stereo unspecified),-10.9%,-4.6%&19.0%,-0.5%,1.1%,-7.9%,-0.7%,-12.7%&-7.9%,?
CSc1ncccc1C(=O)OCC(=O)NCc1ccc2c(c1)OCO2,9.1%,9.8%,-4.8%,9.1%,8.7%[46 µM],-17.0%,1.3%,7.7%
CNCc1c(OCc2ccc(F)cc2)ccc2ccccc12,3.6%,-25.1%,0.5%,2.7%,?,i,-2.8%,5.6%
CCOC(=O)Cc1nnc(NC(=O)c2ccco2)s1,-4.7%,1.4%,-4.0%,-6.8%,9.0%,i,-8.6%,-2.8%
Cc1ccc(NC(=O)C(=O)Nc2ccccn2)cc1,18.5%,1.58µM*,?,?,0.5%,-0.6%,-3.9%,?
N#Cc1c(NC(=O)COC(=O)c2ccc(S(=O)(=O)N3CCCC3)cc2)sc2c1CCCCC2,6.0%,.,.,-1.7%,-13.2%,7.8%,-11.6%,10µM*
Cc1ccc(C(=O)NC(=S)Nn2cnnc2)cc1,-7.2%,0.9%,-0.5%,-9.2%,-7.6%,-16.3%,-0.7%,20µM*
COCC(=O)N1CCC2(CC1)CCN(C(=O)Nc1ccc(OC)cc1)CC2,.,-4.7%,1.6%,.,.,-0.1%,.,7.9%
O=C(c1nn2c(C(F)(F)F)cc(-c3cccs3)nc2c1Cl)N1CCCc2ccccc21,11.8%,-29.4%,-4.4%,?,?,-5.4%,-10.2%,?
CC(C)(C)NC(=S)Nc1cccc(C(F)(F)F)c1,5.4%,-35.4%[inhibitor],0.0%,2.0%,.,-18.7%,-4.3%,-0.7%
CCOC(=O)C1=C(C)OC(N)=C(C#N)C1c1ccc(OC)c(C)c1OC (stereo unspecified),.,20.9%,1.4%,-2.3%,-1.1%,i,-0.1%,-8.2%
Cc1ccc(C(C(=O)NCc2ccco2)N(C(=O)CNC(=O)c2cccs2)c2ccc(C)cc2C)cc1 (stereo unspecified),0.1%,3.4%,-1.3%,0.6%,8.2%,-8.1%,?,-1.2%
CCCCNC(=S)Nc1ccc(Oc2ccccc2)cc1,-0.7%,12.8%,-2.4%,-11.2%,.,i,?,?
CN(C)CCCN1C(=O)CSC1c1ccccc1 (stereo unspecified),-6.0%,10.2%,1.3%,10.4%,0.4%,i,-6.2%,3.2%
Cc1cc(Cl)ccc1OCC(=O)N(Cc1ccco1)C1CCS(=O)(=O)C1 (stereo unspecified),-7.0%,.,.,4.4%,.,-1.8%,-8.9%,.
COc1ccc(CCNC(=S)Nc2cccc(C)c2C)cc1,-6.3%,-4.6%,-0.2%,7.8%,?,-0.1%,-9.7%,?
C/C(CC(=O)N1CCN(C=O)CC1)=N\NC(=O)c1ccc([N+](=O)[O-])cc1,9.2%,.,-5.5%,-10.2%,?,-12.3%,-8.9%,?
COC(=O)[C@@H](N)CSC/C=C(\C)CC/C=C(\C)CCC=C(C)C,.,5.3%&3.4%&-3.2%,0.1%,-7.1%,.,-0.8%&-5.4%&-9.2%,?,-2.6%&-1.0%&3.0%
COC(=O)C1(Cc2ccccc2)C=C2C(=C(C)C(=O)C2C)CN1 (stereo unspecified),.,-9.5%,-4.7%,?,.,0.8%,?,-10.2%

# Exported with tabs: 4 of the compounds above
compound	L3MBTL1 inh	SMN2 splice enh	KinaseGlo FLuc	JMJD2E inh	Lamin A splicing	RECQ1 inh	Tau fibril ThT	ALDH1A1 inh
CNCc1c(OCc2ccc(F)cc2)ccc2ccccc12	3.6%	-25.1%	0.5%	2.7%	?	i	-2.8%	5.6%
Cc1ccc(-c2nc(SCC(=O)NCC3CCCO3)c(-c3ccc(C)cc3)[nH]2)cc1 (stereo unspecified)	-10.9%	-4.6%&19.0%	-0.5%	1.1%	-7.9%	-0.7%	-12.7%&-7.9%	?
Cc1ccc(C(C(=O)NCc2ccco2)N(C(=O)CNC(=O)c2cccs2)c2ccc(C)cc2C)cc1 (stereo unspecified)	0.1%	3.4%	-1.3%	0.6%	8.2%	-8.1%	?	-1.2%
COC(=O)C1(Cc2ccccc2)C=C2C(=C(C)C(=O)C2C)CN1 (stereo unspecified)	.	-9.5%	-4.7%	?	.	0.8%	?	-10.2%

# (cont.)
SMILES,L3MBTL1 inh,SMN2 splice enh,KinaseGlo FLuc,JMJD2E inh,Lamin A splicing,RECQ1 inh,Tau fibril ThT,ALDH1A1 inh
CCOC(=O)Cn1c(C)nc2c(C(=O)OCC)sc(C)c2c1=O,.,0.8%,4.4%,?,-6.4%,i,-4.1%,?
COc1cccc(OC)c1C(=O)N1CCN(Cc2ccc3c(c2)OCO3)CC1,2.2%,6.9%,-1.3%,-22.4%,-1.6%,-6.7%,-3.3%,-5.2%
CN1C(=S)SC(/[N+]([O-])=C\c2ccc(Cl)cc2)C1(C)C (stereo unspecified),-3.7%,-1.6%,-7.4%,-5.2%,-0.9%,-3.3%,-4.2%,1.5%
N#CCCn1c(=O)c(-c2ccccc2)nc2cnc(N3CCNCC3)nc21,.,-13.5%,-2.4%,.,.,-7.6%,.,?
CC(=O)N1c2c(ccc3ccccc23)C(C)CC12CCCCC2 (stereo unspecified),.,15.6%,-2.0%,-1.1%,-6.6%,-7.5%,-10.8%,-1.5%
CCCCn1c(=S)[nH]c2c(oc3ccc(Cl)cc32)c1=O,16.1%[11.4 µM],-14.6%,0.7%,-6.0%,-4.2%,-1.2%,-5.5%,?
O=C(COC(=O)c1cccs1)NCc1ccc2c(c1)OCO2,0.9%,-1.2%,-7.1%,0.9%,6.1%,-9.0%,-3.2%,?
O=C(NCc1ccccc1)Nc1cccn(Cc2ccccc2)c1=O,0.1%,-18.5%,-1.7%,?,?,-1.0%,-0.2%,?
COc1ccc(-c2nc(CCNS(=O)(=O)c3ccc4c(c3)OCCO4)cs2)cc1,-4.9%,-88.5%[inhibitor],-0.8%,?,?,-5.0%,-16.6%,?
O=C(NCc1ccco1)c1ccc(Cn2c(=O)c3ccccc3n(Cc3cccc(Cl)c3)c2=O)cc1,.,-10.7%,3.6%,-7.0%,9.9%,-4.5%,-2.8%,7.8%
CC(=O)Nc1ccc(S(=O)(=O)Oc2ccc(N3C(=O)C4CCCCC4C3=O)cc2)cc1 (stereo unspecified),0.0%,-24.2%,0.2%,-0.4%,12.8%,-7.4%,-1.1%,-7.2%
Cc1cccc(CC2SC(N3CCN(c4ccccc4)CC3)=NC2=O)c1 (stereo unspecified),-0.7%,0.4%,2.1%,8.6%,-14.9%,-5.3%,?,-1.0%
Cc1sc(NC(=O)c2ccccc2)c(C(=O)N2CCN(C)CC2)c1C,8.0%[11.4 µM],-5.2%,-0.6%,-5.3%,7.0%,-10.6%,-2.6%,13.6%
CCOC(=O)CC1C(=O)NCCN1S(=O)(=O)c1ccc(Cl)cc1 (stereo unspecified),10.6%,-5.6%,-1.5%,7.5%,-11.5%,i,4.6%,?
COC(=O)[C@@H]1C[C@H]1[C@@H](N)c1ccccc1,.,-6.6%,1.0%,4.8%,.,-7.0%,1.3%,-0.3%
CSC(=O)NC12CC3CC(CC(C)(C3)C1)C2,6.4%,6.5%,1.8%,-0.3%,5.8%,-0.1%,1.3%,14.9%
c1ccc2c(c1)CCN(c1nc3ccccc3n3cnnc13)C2,.,12.1%,1.3%,?,-11.4%,-13.3%,?,?
Cc1noc(NS(=O)(=O)c2ccc(NC(=O)CSc3nnc4c(n3)[nH]c3ccccc34)cc2)c1C,-6.3%,-1.4%,0.5%,11.5%,1.0%,-3.6%,?,9.3%
COC1CCN(C(=O)CC2C(=O)NCCN2CC2CCCCC2)CC1 (stereo unspecified),1.9%,.,4.6%,?,.,-1.9%,-3.7%,?
COc1ccccc1-c1ccc(SCc2ccc(C)cc2)nn1,64.5%[activator],-2.4%,-5.8%,0.8%,2.0%[46 µM],-11.5%,?,-1.3%
Cc1ccc(OCCCC(=O)Nc2ccc(S(=O)(=O)Nc3ccccn3)cc2)cc1,-4.4%,0.0%,-3.0%,?,10.6%[46 µM],i,-3.9%,3.9%
O=CNc1ccc(S(=O)(=O)NCc2ccccc2)cc1,.,-9.0%,-0.5%,1.0%,6.0%,-5.1%,-6.7%,1.6%
COc1ccc2nc(SCC(=O)Nc3c(C)cc(C)cc3C)[nH]c2c1,-3.4%,-6.3%,-1.2%,-5.2%,0.8%[0.0737 µM],-11.7%,-9.0%,3.4%
CC(C)n1c(O)c(N=Nc2ccccn2)c2ccccc21,-3.8%,28.6%,-3.8%,-1.5%,?,-1.1%,7.6%,0.7%
CC(C)C(C)(C#N)NC(=O)CSc1nc2scc(-c3ccc(F)cc3)c2c(=O)n1Cc1ccccc1 (stereo unspecified),7.6%,.,.,-8.6%,9.8%,-11.2%,-8.4%,?
CC(C)CN1C(=O)/C(=C(/C#N)C(=O)NC2CCCCC2)c2ccccc21,-6.3%,-42.1%[inhibitor],1.7%,-4.2%,?,i,17.8µM*,5.01µM*
c1ccc(-c2ncc3ccccn23)cc1,-8.2%,.,.,?,.,-5.3%,?,?
CCCCNC(=S)NNC(=O)c1csc(C(C)C)c1,?,18.7%,0.3%,6.7%,?,-1.6%,-6.3%,-10.5%
Cc1cccc(NC(=O)CSc2nc3ccccc3c3nc(CCc4c(C)n[nH]c4C)nn23)c1,-2.4%,-14.1%,-3.1%,1.5%,?,?,?,-5.0%
CCCCNC(=O)COC(=O)c1ccc(SC)cc1OC,4.2%,-5.1%,3.6%,2.7%,6.3%[46 µM],-9.4%,-3.0%,-0.7%

# High-throughput results as filed in PubChem.
